Screening results from PubChem.
Nrf2 inh: Nrf2 pathway inhibition; A549 ARE-Fluc reporter, luciferase luminescence, 18-24 h; Potency, µM (doses to about 46 µM), for inactives: at the highest dose activity change, negative = inhibition, usual class: inhibitors; 360,000 compounds, 2.1% hits; further: potency means the concentration at half of the fitted maximal effect; on the % scale 0 is the no-effect control and ±100 the full control effect; nearly all actives have a fitted effect of over 60% in size
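A549 ARE_Fluc cells (5000/well, 5% FBS OPTI-MEM) pre-incubated 2 h, then treated with compounds 18-24 h at 37C/5% CO2 in concentration-response. CellTiter-Fluor viability read first; BugLite luciferase luminescence after 15 min at room temperature gives Nrf2 activity.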
MCF10A rerep: DNA re-replication induction in MCF 10a cells. MCF 10A DNA re-replication, Hoechst nuclear intensity, 48 h. Potency, µM (doses to about 46.1 µM), inactives show top-dose activity, positive = re-replication, most hits filed as activators. AID 624296. 350,000 compounds, 2.9% hits; further: potency means the concentration at half of the fitted maximal effect; % of control where 0% means no effect; nearly all actives have a fitted effect of over 50% in size
TGFb SMAD3 inh: TGF-b pathway inhibition; Potency, µM (titrated, usually from 46.1 µM), for the others: at the highest dose activity, negative = inhibition, most hits filed as inhibitors; 410,000 compounds, 1.2% hits; HepG2 CAGA-GFP TGF-b/SMAD3 reporter, GFP fluorescence, 18 h; TGF-beta stimulated, 500 pg/mL final; AID 588855; further: potency means the concentration at half of the fitted maximal effect; on the % scale 0 is the no-effect control and ±100 the full control effect; nearly all actives have a fitted effect of over 65% in size
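Per well, imaged GFP fluorescence of HEPG2 CAGA-GFP cells gives the signal; cells get compound, then TGF-beta (500 pg/mL final), 18 h at 37 degrees C; %Activity versus -TGF-beta and +DMSO controls.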
ATXN2 expr inh: reduces ATXN2 reporter expression in HEK-293 cells | HEK-293 ATXN2-luciferase reporter, luminescence, 24 h | Potency, µM (highest dose often 57 µM), without a hit: top-dose activity change, negative = inhibition, hits mostly inhibitors | 360,000 compounds, 0.72% hits; further: potency means the concentration at half of the fitted maximal effect; on the % scale 0 is the no-effect control and ±100 the full control effect; nearly all actives have a fitted effect of over 55% in size
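qHTS (up to 57 uM final) was run with 24 h compound exposure of reporter cells at 37 °C. Each well was multiplexed: SteadyGlo luminescence measured ATXN2-luciferase expression after a fluorogenic Gly-Phe-AFC viability readout (25 uM final).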
HepG2 tox: HepG2 cytotoxicity, counter-screen for TGF-b inhibitors; HepG2 CAGA-GFP viability, ATP luminescence, 18 h; Potency, µM (highest dose often 46.1 µM), for the others: at the top dose activity change, negative = cytotoxicity, hits mostly cytotoxic; 410,000 compounds, 0.76% hits; further: potency means the concentration at half of the fitted maximal effect; some results filed as inactive show a strong effect at the top dose
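HepG2 CAGA-GFP cells (1000/well, DMEM with 1% FBS) received compound, then TGF-beta at 500 pg/mL final, and were incubated 18 hours at 37 degrees C. Viability was read by CellTiter-Glo luminescence. Media-only wells were set as complete cell-killing and DMSO as no toxicity.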
S2 tox: cell viability loss in ATXN counter-screen; S2 cells (HEK-293 line with an ATXN2-luciferase reporter) viability, CellTiter-Fluor protease fluorescence, 24 h; Potency, µM (top dose mostly 56.7 µM), hits mostly cytotoxic; 400,000 compounds, 0.49% hits; AID 651635; further: potency means the concentration at half of the fitted maximal effect; nearly all actives have a fitted effect of over 40% in size
Nrf2 ARE act: activators of Nrf2 (ARE) signaling | AREc32 ARE-luciferase reporter (MCF7-derived line), luminescence, 24 h | Potency, µM (titrated, usually from 46.1 µM), for the others: top-dose activation, actives largely listed as activators | 410,000 compounds, 0.31% hits | AID 624171; further: potency means the concentration at half of the fitted maximal effect; % of control where 0% means no effect; nearly all actives have a fitted effect of over 65% in size
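Quantitative high-throughput format: AREc32 reporter cells, 1000 per well, received compound by pin transfer and were incubated 24 hr at 37 deg C, 5% CO2, before Steady-Glo luminescence detection.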
A549 viability: counter-screen for Nrf2 inhibitors: cytotoxicity in A549 cells; 390,000 compounds, 0.16% hits; AID 504648; Potency, µM (titrated, usually from 46 µM), inactives show at the highest dose activity change, negative = cytotoxicity, usual class: inhibitors; A549 ARE-Fluc cells, CellTiter-Fluor viability, 18-24 h; further: potency means the concentration at half of the fitted maximal effect; on the % scale 0 is the no-effect control and ±100 the full control effect
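Cytotoxicity counterscreen: CellTiter-Fluor fluorescence was measured in A549 ARE_Fluc cells after 18-24 h of compound exposure in a concentration series. The subsequent BugLite luminescent read reports ARE-luciferase activity.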
IL1B secr inh: blocks inflammasome-driven IL-1 beta release. THP-1 LPS/ATP IL-1B secretion, AlphaLISA, 16 h; stronger effect = lower value. activity change, % at 57.5 µM. 360,000 compounds, 4.7% hits. AID 743279; in the data active means activity change below about -50%; inconclusive means mostly about -30% to -49%; further: on the % scale 0 is the no-effect control and ±100 the full control effect
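THP-1 cells pretreated 1 hr with compounds (up to 57.5 uM final), then stimulated with LPS (250 ng/mL final) plus ATP (1.25 mM final); secreted IL-1B measured by AlphaLISA after 16 hr, decreased signal indicating inhibition.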
* hit, by the source's call; i = inactive; ? = inconclusive; / = no result given; & = joins results of further samples; ! = not confirmed by another sample; [ ] = remark or other dose. Unless noted, the call rests on the fitted dose curve; in most records, active means well fitted curve in the direction sought with a large enough effect; inconclusive means small, poorly fitted or top-dose-only effect, or another doubt; inactive means no such curve, though single readings can be large; an effect the other way counts as inactive or inconclusive.

SMILES	Nrf2 inh	MCF10A rerep	TGFb SMAD3 inh	ATXN2 expr inh	HepG2 tox	S2 tox	Nrf2 ARE act	A549 viability	IL1B secr inh
COc1cccc(/C=C/C(=O)NCCc2ccc3c(c2)OCCO3)c1	-12%	-5%	7%	5%	11%	i	-0.6%	1%	-4
CC(=O)Oc1ccc(N(C(C)=O)S(=O)(=O)c2cccs2)cc1	1%	1%	?	0%	-4%	i	0.4%	0%	22
COc1cccc(C2CC(=O)Nc3cc(OC)c(OC)cc32)c1 (stereo not given)	-12%	-16%	4%	1%	-2%	i	-0.8%[9.22 µM]	11%	21
COC(=O)c1ccc2c(=O)[nH]c(CSc3nc(-c4ccc(F)cc4)cs3)nc2c1	-17%	3%	27%	?	31%	i	-0.3%	3%	33
Cc1occc1C(=O)N=Nc1c(O)n(C)c2ccccc12	?	-3%	-3%	19%	6%	i	?	14%	-1
Cc1ccc(CN2CCN(c3ccccn3)CC2)s1	-25%	?	-28%	3%	-14%	i	-0.7%	7%[1.84 µM]	-20
COc1ccccc1NC(=O)C1=C(C)Nc2nc(SCc3ccccc3F)nn2C1c1cccs1 (stereo not given)	-1%[9.27 µM]	/	-4%	-4%	-6%	i	-1.1%	7%	/
O=C(NCCSCc1ccc(Cl)cc1)C1CCN(S(=O)(=O)Cc2ccccc2)CC1	-9%	/	-27%	-11%	-7%	i	-1.0%	-6%	/
COc1ccc(C2CC(c3cccs3)=NN2C(=O)CSc2nc3ccccc3o2)cc1 (stereo not given)	-23%	-1%	-14%	-5%	2%	i	0.7%	0%	-23
CCC1CCCCN1S(=O)(=O)c1ccc(S(=O)(=O)N(Cc2cccs2)C2CC2)cc1 (stereo not given)	-7%	?	-11%	-5%	-20%	i	-0.9%	1%	62
Cc1ccccc1OCc1n(CC(=O)OC2CC(C)CCC2C(C)C)c2ccccc2[n+]1C (stereo not given)	18µM*!	1.8µM*!	7.9µM*	?	16µM*	25µM*	-2.6%&-3.7%	-13%&2%	-97*!
CCc1ccccc1Nc1nc(N)nc(COC(=O)c2c(C)noc2C)n1	?	3%	-16%	139%[activator]	-23%	i	-0.4%	-8%	18
COc1ccc(-c2nc3c(Br)c(N)c(Br)cc3o2)cc1	?	?	-9%	-4%	-45%	?	26%	-5%	15
OC[C@@H]1CN(Cc2ccco2)C[C@H](n2cnc3c(NC4CCCC4)ncnc32)O1	/	/	23%	1%	8%	i	0.7%	/	13
O=C(CN1C(=O)C2CCc3[nH]c4ccccc4c3C2C1=O)N1CCCC1 (stereo not given)	/	1%	-5%	-8%	6%	i	0.4%	-6%	17
O=C(Nn1cnnc1)c1cc(Cl)ccc1Cl	-1%	-3%	14%	/	-3%	?	0.0%	-2%	-6
O=C(COC(=O)Cc1ccsc1)NCc1ccc(Cl)cc1	10%	-1%	-10%	-10%	-13%	i	-1.1%	10%	-14
COC(C)(C)c1cc(C(C)(C)C)nc(N)n1	6%	2%	13%	1%	6%	i	0.1%	0%	-7
O=C(C1CCCN(S(=O)(=O)c2cccc3nonc23)C1)N1CCN(c2ccccc2F)CC1 (stereo not given)	-25%	/	-9%	1%	-2%	?	0.1%	9%	/
O=[N+]([O-])c1ccc(Sc2cccc3cccnc23)c2cccnc12	-6%	4%	12%	/	-14%	?	6.1%	-13%	27
COc1cc(/C=C2\SC(=S)N(CC(=O)O)C2=O)ccc1OS(=O)(=O)c1ccc(C)cc1	-13%	?	-6%	-11%	-13%	i	0.1%	-18%	-10
C=CCSc1nnc(NC(=O)C2CC(=O)N(Cc3ccc(C)cc3)C2)s1 (stereo not given)	-12%	-2%	-12%	8%	-10%	i	-0.1%	-7%	11
CCOC(=O)N1CCN(C(=O)c2cc(COc3ccc4ncccc4c3)on2)CC1	18µM*	?	-5%	?	-19%	i	3.4%	-13%	-10
Cc1[nH]c(=S)c(C#N)c(-c2ccccc2)c1C(=O)Nc1ccccc1	2%	-7%	14%	-15%	-9%	i	0.4%	0%	8
COc1ccccc1OCCNC(=O)c1ccc(S(=O)(=O)N(C)C)cc1	7%	-1%	22%	2%	-16%	i	0.3%	1%	-9
COc1ccccc1CC(=O)NCc1ccc2c(c1)OCO2	1%	2%	6%	-14%	2%	i	-0.2%	3%	-9
C[C@H](CO)N1C[C@H](C)[C@@H](CN(C)S(=O)(=O)c2ccc(F)cc2)Oc2ccc(NC(=O)Cc3ccccc3)cc2C1=O	4%	6%	-11%	-2%	-4%	i	-0.2%	-3%	-8
COc1ccc(CCNC(=O)CN(C)S(=O)(=O)c2ccc3c(c2)CCC(=O)N3)cc1OC	9%	-1%	3%	-3%	-1%	i	-0.8%	1%	-2
CN(Cc1nc(-c2cccnc2)no1)S(=O)(=O)c1ccc(Br)cc1	-11%	-3%	-16%	-9%	3%	i	-0.4%	-2%	-3
C=CCn1c(Cc2ccccc2)nc2c(cnn2-c2ccccc2)c1=O	?	?	?	1%	-29%	i	5.1%	2%	14
Clc1ccc2nc(CN3CCCCC3)cn2c1	17%	15%	-6%	0%	5%	i	-0.4%	7%	6
O=C(CCCN1CCc2[nH]c3ccc(F)cc3c2C1)c1ccc(F)cc1	3%	?	?	?	-90%	i	-0.1%	9%	-80*
Cc1ccc(CCNC(=O)C2CCN(Cc3nc(-c4ccccc4C)oc3C)CC2)cc1	13%	/	-21%	-4%	-22%	i	5.1%	0%	/
Cc1nn(Cc2ccc(C(=O)N3N=C(C(F)F)CC3(O)C(F)F)o2)c(C)c1[N+](=O)[O-] (stereo not given)	?	3%	?	-7%	-7%	i	1.6%	0%	5
COc1ccc(CNC(=O)c2c(O)c3ccccc3n(C)c2=O)cc1OC	?	2%	-12%	-6%	2%	i	0.3%	-6%	-9
CCOc1ccc2cc(S(=O)(=O)N3CCN(C)CC3)ccc2c1	0%	18%	-44%	1%	0%	i	0.7%	5%	-4
Cc1ccc(NC(=O)Nc2c(C)n(C)n(-c3ccccc3)c2=O)cc1C	-14%	?	-13%	10%	-14%	i	-0.8%	-1%	13
O=c1c(N2CCN(c3cccc(C(F)(F)F)c3)CC2)csc2ccc(Cl)cc12	/	/	0%	0%	-42%	?	8.0%	-8%	/
O=C(O)C(Cc1c[nH]c2ccccc12)N1Cc2ccccc2C1=O (stereo not given)	?	-26%	4%	77%[activator]	-8%	i	7.8%	6%	12
CCC(=NNC(=O)c1ccc2c(c1)nc(C)n2CC)c1cc(F)ccc1O	6.5µM*	10%	?	?	-19%	i	-0.3%	-7%	81
CCC(=O)Nc1sc2c(c1C(N)=O)CCN(Cc1ccccc1)C2	24%	-1%	-1%	2%	-21%	/	1.0%	2%	-24
COC(=O)[C@]1(C)N[C@H](CN(C)C(=O)c2ccc(C(C)(C)C)cc2)[C@@H]2C(=O)N(C)C(=O)[C@@H]21	8%	21%	16%	11%	1%	i	0.4%	-2%	3
C=CCn1c(SCC(=O)N2CCc3ccccc3C2)nc2sc(C)c(C)c2c1=O	-22%	?	5%	-33%	-2%	?	-0.4%	?	-6
Cc1cccc(NC(=O)CSCC(=O)N2CCCc3ccccc32)c1	3%	12%	8%	0%	2%	i	0.5%	4%	2
Cc1cc(=O)n(Cc2ccc(OC(C)C)cc2)c(=S)[nH]1	2%	?	0%	-5%	-12%	i	2.7%	2%	41
COC(=O)c1ccccc1NC(=O)c1cc2sccc2n1C	/	?	-1%	11%	3%	i	3.5%	-5%	0
Cc1cc(Br)ccc1N=C1NC(=O)CS1	-24%	-2%	1%	1%	4%	i	0.4%	-3%	42
O=C(Nc1ccc(Br)cc1)c1cccc(N2C(=O)CCC2=O)c1	27%	2%	0%	17%	-10%	i	0.9%	0%	0
CC1CCc2sc(C(=O)N/N=C/C3CCCCC3)cc2C1 (stereo not given)	-9%	20%	6%	-16%	-17%	i	2.6%	9%	8
CC(=O)N/N=C(\C)c1ccc(Br)cc1Br	-7%	-3%	3%	-5%	12%	i	0.0%	-3%	10
CCC(=O)Nc1sc2c(c1C(=O)Nc1ccc(OC)cc1)CCC(C(C)(C)C)C2 (stereo not given)	-7%	/	4%	0%	-4%	i	2.0%	5%	/
CCCCCCCCC(=O)NCCOc1ccccc1	8%	2%	-20%	-3%	-25%	i	0.4%	-5%	15
O=C(Cn1cc(C(F)(F)F)ccc1=O)N1CCN(S(=O)(=O)c2ccc(Cl)cc2)CC1	21%	-1%	-1%	-1%	-7%	i	0.0%	1%	19
Cc1ccc(/C=N/NC(=O)c2sccc2OCc2ccc(F)cc2)cc1	-17%	6.5µM*	-2%	10%	-11%	i	3.1%	-22%	44
COc1ccccc1-c1cc(N)n(S(=O)(=O)c2cccc3nsnc23)n1	?	-2%	27%	-3%	5%	i	-0.2%	-7%	-27
CCOC(=O)C(=O)NC12CC3CC(CC(C3)C1)C2	?	?	-5%	0%	39%	i	-0.6%	8%	2
CN(CC(=O)Nc1ccccc1Br)C(=O)CNC(=O)C1CCCCC1	2%	0%	4%	/	-3%	i	-0.4%	4%	-9
Cc1nc2ccsc2c(=O)n1-c1cccc(Cl)c1	-4%	0%	1%	-2%	-3%	i	-0.3%	-7%	9

Random excerpt: two compounds from above, in no set order.
SMILES	Nrf2 inh	MCF10A rerep	TGFb SMAD3 inh	ATXN2 expr inh	HepG2 tox	S2 tox	Nrf2 ARE act	A549 viability	IL1B secr inh
CC(=O)N/N=C(\C)c1ccc(Br)cc1Br	-7%	-3%	3%	-5%	12%	i	0.0%	-3%	10
O=C(Cn1cc(C(F)(F)F)ccc1=O)N1CCN(S(=O)(=O)c2ccc(Cl)cc2)CC1	21%	-1%	-1%	-1%	-7%	i	0.0%	1%	19
